# Screening data from PubChem.
# TDP1 block: inhibitors of human tyrosyl-DNA phosphodiesterase TDP1; Q9NUW8; recombinant TDP1, AlphaScreen DNA substrate cleavage; Potency, µM (doses to about 130 µM), inactives show at the top dose activity change, negative = inhibition, actives largely listed as inhibitors; 350,000 compounds, 0.28% hits; AID 485290; further: nearly all actives have a fitted effect of over 40% in size
#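 Tdp1 1 nM final; 15 min RT w/ cpd; substrate 15 nM, 5 min; beads 10 ug/ml, 10 min; AlphaScreen read. Neg ctrl: no enzyme.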
# GCN5L2 inh: blocks human GCN5L2 histone acetyltransferase; Q92830; GCN5L2 HAT assay, ThioGlo1 CoA-SH fluorescence; Potency, µM (doses to about 58.9 µM), inactives show at the highest dose activity change, negative = inhibition, usual class: inhibitors; 390,000 compounds, 0.21% hits; AID 504327
# Target sequence (Q92830 whole entry, looked up): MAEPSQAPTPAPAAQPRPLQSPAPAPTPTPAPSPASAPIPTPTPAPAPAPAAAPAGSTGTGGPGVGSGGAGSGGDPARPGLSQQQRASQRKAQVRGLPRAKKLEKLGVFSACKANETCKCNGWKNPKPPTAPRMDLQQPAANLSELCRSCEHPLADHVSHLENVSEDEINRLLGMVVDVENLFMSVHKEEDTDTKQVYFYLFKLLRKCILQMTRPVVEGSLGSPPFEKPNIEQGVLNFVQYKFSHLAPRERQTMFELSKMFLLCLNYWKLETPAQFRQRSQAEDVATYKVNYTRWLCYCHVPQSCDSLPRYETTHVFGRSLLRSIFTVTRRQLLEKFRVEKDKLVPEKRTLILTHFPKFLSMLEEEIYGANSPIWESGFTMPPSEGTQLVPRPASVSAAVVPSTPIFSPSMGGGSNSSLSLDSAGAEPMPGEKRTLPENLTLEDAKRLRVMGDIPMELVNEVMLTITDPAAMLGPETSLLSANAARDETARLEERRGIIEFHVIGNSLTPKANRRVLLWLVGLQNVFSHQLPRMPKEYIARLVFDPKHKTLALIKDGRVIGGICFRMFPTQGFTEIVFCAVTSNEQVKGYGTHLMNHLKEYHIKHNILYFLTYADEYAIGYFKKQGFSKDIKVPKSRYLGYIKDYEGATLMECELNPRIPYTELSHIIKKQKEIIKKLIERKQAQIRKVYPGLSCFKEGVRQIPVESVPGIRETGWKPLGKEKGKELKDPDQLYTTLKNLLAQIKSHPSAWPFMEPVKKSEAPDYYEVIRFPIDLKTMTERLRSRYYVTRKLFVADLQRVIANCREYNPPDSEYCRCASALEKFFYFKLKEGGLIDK
#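 Titration-based screen in which CoA formation is detected via maleimide probe ThioGlo1 (50uM) turning fluorescent on thiol reaction; substrates H3(1-25) 75uM and acetyl-CoA 70uM, GCN5L2 20nM, 20 min incubation at room temperature.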
# TDP1 cell noCPT: qHTS for Inhibitors of human tyrosyl-DNA phosphodiesterase 1 (TDP1): qHTS in cells in absence of CPT; DT40 Tdp1-/- hTDP1 cells, no CPT, ATP luminescence, 48 h; Potency, µM (top dose mostly 46.2 µM), without a hit: at the highest dose activity change, negative = growth inhibition, actives largely listed as inhibitors; 420,000 compounds, 15% hits; AID 686978, 2013; further: nearly all actives have a fitted effect of over 55% in size
#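 Luminescent ATP content (CellTiter-Glo) served as the growth readout. Knockout chicken DT40 cells expressing human TDP1 were exposed to compounds without camptothecin for a minimum 48 hr at 37 °C.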
# The depositor's hits bear a star; ? = inconclusive; nt = no result given; [ ] = remark or other dose. The call rests on the fitted dose curve; in most records, active means well fitted curve in the direction sought with a large enough effect; inconclusive means small, poorly fitted or top-dose-only effect, or another doubt; inactive means no such curve, though single readings can be large; an effect the other way counts as inactive or inconclusive. On the % scale 0 is the no-effect control and ±100 the full control effect; potency means the concentration at half of the fitted maximal effect. An excerpt (hit frequency here may not be typical).
# The line under a structure holds: TDP1 block	GCN5L2 inh	TDP1 cell noCPT
CCOC(=O)C1=C(C)N=C2SCCC(=O)N2C1c1ccc(C(=O)OC)cc1 (stereo unspecified)
    3%	-7%	?
CCN1CCN(C(=O)CS(=O)(=O)Cc2nc(-c3ccc(C)cc3)oc2C)CC1
    -2%	-2%	-26%
COc1ccc(C(=O)c2nccc3ccccc23)cc1
    5%	3%	-18%
Cc1ccn2c(Nc3ccc4c(c3)OCO4)c(-c3ccc(C)o3)nc2c1
    13%	-16%	?
O=C(Oc1cc(-c2ccccc2)no1)c1ccc(F)cc1
    -2%	-6%[0.501 µM]	?
COc1cccc(C(=O)NCCS(=O)(=O)NCc2cccnc2)c1
    nt	-8%	-13%
Cc1nn2c(=O)cc(COC(=O)c3cccc(NC(=O)COc4ccc(C)c(C)c4)c3)nc2s1
    1%	-3%	-6%
COc1ccccc1C(O)P(=O)(OCC(C)C)c1ccc(N(C)C)cc1 (stereo unspecified)
    nt	-12%	2%
CSCC[C@H](NC(=O)c1ccc2c(c1)OCO2)c1nnc2ccccn12
    2%	-15%	20%
COc1ccc(-c2ccc(-c3noc(-c4ccccc4)n3)c(OC)n2)cc1
    -1%	-8%	?
Fc1ccc2nc(Nc3nc4c(F)cc(F)cc4s3)sc2c1
    11%	-4%	15µM*
CCN(CC)C(=O)Oc1ccc(Cl)c2cccnc12
    -2%	1%	-11%
Cc1ccc(C(=O)N/C(=C/c2ccc(F)cc2)C(=O)NCc2ccncc2)cc1
    -2%	0%	4%
CCCN1CCC(NCC(C)c2ccccc2)CC1 (stereo unspecified)
    nt	0%	?
CNC(=O)c1ccc2c(c1)N=C(C)c1cc(C)ccc1S2
    0%	-3%	4.6µM*
O=C(NCCN1CCN(c2ccccc2)CC1)Nc1ccccc1Cl
    nt	-9%	?
Cc1cccc(NC(=S)Nc2ccc(Br)cc2)c1
    1%	21%	16µM*
COc1ccc(F)cc1S(=O)(=O)NCC(=O)NCc1cc(=O)n(C)c(=O)n1C
    3%	-3%	2%
Cc1ccc(-n2nc3c(=O)n(CCCC(=O)NCc4ccco4)nc(C)c3c2C)cc1
    4%	0%	-13%
COc1ccc(CN2C(=O)c3ccccc3C2=O)cc1C(=O)Nc1ccc(C)cc1C
    1%	-4%	?
CSc1ncccc1C(=O)N1CCN(S(=O)(=O)c2ccc(C)cc2)CC1
    12%	-4%	-19%
CC(=O)Nc1nc(N)n(-c2ccccc2)n1
    3%	nt	-3%
COc1ccc(N/C=C/c2nc(SC)nnc2C)cc1
    8%	0%	?
C[C@@]12C(=O)N(c3cccc(F)c3)C(=O)N1[C@@H]1c3ccccc3OC[C@@H]1[C@H]2c1ccccc1
    0%	-7%	15µM*
CCOc1ccc(CC(=O)NCC(c2cccs2)S(=O)(=O)c2ccc(F)c(C)c2)cc1 (stereo unspecified)
    4%	17%	-12%
CCN(CC)C(=O)C1CCN(S(=O)(=O)c2cccc3nonc23)CC1
    5%	-24%	-7%
CC(=O)Nc1cccc(-c2csc(Nc3ccc(C)cn3)n2)c1
    3%	19%	?
O=C(c1cc(S(=O)(=O)NCc2ccco2)ccc1Br)N1CCOCC1
    -9%	1%	17%
O=S(=O)(Nc1ncccn1)c1ccc(NS(=O)(=O)c2cccc(Cl)c2Cl)cc1
    -3%	-4%	-13%
CCOC(=O)c1sc2nc(C)n(CC(=O)Nc3cccc(Cl)c3)c(=O)c2c1C
    0%	-2%	-11%

# Profiles, quoted from the list. Values in the order: TDP1 block, GCN5L2 inh, TDP1 cell noCPT
# `CC(=O)Nc1nc(N)n(-c2ccccc2)n1` across the screens: 3%, nt, -3%
# `COc1ccc(C(=O)c2nccc3ccccc23)cc1` across the screens: 5%, 3%, -18%
# `COc1ccc(F)cc1S(=O)(=O)NCC(=O)NCc1cc(=O)n(C)c(=O)n1C` across the screens: 3%, -3%, 2%
# `COc1ccc(N/C=C/c2nc(SC)nnc2C)cc1` across the screens: 8%, 0%, ?
# `CCOC(=O)c1sc2nc(C)n(CC(=O)Nc3cccc(Cl)c3)c(=O)c2c1C` across the screens: 0%, -2%, -11%

# (cont.)
# The line under a structure holds: TDP1 block	GCN5L2 inh	TDP1 cell noCPT
CCCN1Cc2cccc(C(=O)Nc3cc(Cl)ccc3C)c2C1=O
    0%	-14%	?
CCC(=O)N1CCC2(CC1)Oc1ccc(Cl)cc1C(=O)C21CC(c2ccc(Cl)cc2)=NO1 (stereo unspecified)
    4%	-9%	13µM*
O=C(Nc1ccc2nn(-c3ccccc3)nc2c1)c1ccc(-c2cccc(Cl)c2)o1
    -2%[12.3 µM]	-12%	?
CCOC(=O)N1CCc2c(sc3c2c(=O)n(Cc2ccccc2)c(=O)n3CC(=O)Nc2ccc(C)cc2C)C1
    9%	-9%	-4%
CC(Oc1ccccc1)C(=O)N1CCCc2ccccc21 (stereo unspecified)
    -5%	?	-17%
CC1CCN(CC2CCN(C(=O)NCc3ccccc3)CC2)CC1
    -9%	3%	10%
CCCCNC(=O)CCn1c(=O)c2ccccc2n(CC(=O)N2CC(C)CC(C)C2)c1=O (stereo unspecified)
    -11%	1%	1%
CCCN1C2CCCC1CC(NC(=O)C1CCCCC1)C2 (stereo unspecified)
    -12%	0%	0%
Cc1ccc(CN(CCO)CCO)cc1
    0%	-1%	14%
O=C(c1ccco1)N1CCC[C@@]2(CCN(Cc3ccccc3)C2)C1
    nt	-10%	-11%
Cc1cc(OCC(=O)N2CCOCC2)cc2oc(=O)c3ccccc3c12
    -1%	-4%	-3%
CCc1cc(C(=O)NN2C(=O)NC3(CCCCC3)C2=O)sc1C
    0%	1%	1%
CN=C1NN=C(c2cc(C)n(-c3c(C)n(C)n(-c4ccccc4)c3=O)c2C)CS1
    -5%	0%	-17%
COc1cc(CN(C)CC2CCCN(CCc3cccc(C(F)(F)F)c3)C2)ccc1O (stereo unspecified)
    nt	-6%	23µM*
O=C(NNS(=O)(=O)c1ccccc1)c1cccs1
    2%	-4%	-4%
CCCCOC(=S)NC(=O)c1sc2ccccc2c1Cl
    1%	-2%	-7%
Cc1cc(C)c(CN2CCC(n3nccc3NC(=O)C3CCCC3)CC2)cc1C
    3%	-5%	-27%
Cc1cccc(-c2nnc(SCC(=O)N3CCCc4ccccc43)o2)c1
    -2%[12.3 µM]	-19%	?
COc1ccc(C(=O)N2CCCC(c3ccccc3)=N2)cc1
    6%	-13%	-9%
CCn1c(CN2CCC(C)CC2)nc2cc(NC(=O)COc3ccc([N+](=O)[O-])cc3)ccc21
    3%	-8%	-19%
C/C(=N\Nc1cccc2cccnc12)c1ccccc1O
    0%	-15%	-20%
COc1ccccc1N1CCN(C(=O)c2oc3cc(C)cc(C)c3c2C)CC1
    7%[56.1 µM]	-8%	26µM*
COc1ccc(NC(=O)c2csnn2)cc1
    6%	-6%	-24%
Cc1nn(-c2ccc(Cl)cc2)c2sc(C(=O)N3CCN(C(=O)c4ccco4)CC3)cc12
    1%	-6%	nt
COc1ccc(N2CC(C(=O)Nc3ccc(S(=O)(=O)Nc4nccs4)cc3)CC2=O)cc1 (stereo unspecified)
    2%	3%	-1%
O=c1nc(-c2ccccc2)n(-c2ccccc2)c2ncccc12
    4%	28%	-14%
CCCCCCCNC(=O)C1(CC2CC(c3ccc(Cl)cc3)=NO2)CCN(C(=O)Cc2ccc(F)cc2)CC1 (stereo unspecified)
    nt	0%	?
Cc1ccc(OCCn2cc(C(=O)c3cccs3)c3ccccc32)cc1
    -4%	-11%	13µM*
CCN(CC(=O)Nc1c(F)cccc1F)C(=O)/C=C/c1cn(Cc2ccccc2)nc1-c1cccnc1
    4%	-24%	-11%
Cc1cc(NC(=O)C2CC(=O)OC2c2ccccc2)no1 (stereo unspecified)
    5%	-8%	10%
CCc1ccc(CN2CCC(CO)(CC3CCCCO3)CC2)o1 (stereo unspecified)
    5%	18µM*	-22%
CC(=O)c1ccc(NC(=O)CCOc2ccccc2)cc1
    -6%[12.3 µM]	0%	?
CCOC(=O)c1ccc(NC(=O)COC)cc1
    5%	1%	-28%
O=C1NC2(CCCc3ccccc32)C(=O)N1CCOc1ccc(Br)cc1 (stereo unspecified)
    7%	-3%	?
Cc1ccc(-n2c(=O)c3sc4ccccc4c3n(CC(=O)NC3CCCC3)c2=O)cc1C
    -1%	9%	?
c1ccc2[nH]c(NCc3ccc4c(c3)OCO4)nc2c1
    4%	-4%	0%
CCn1nccc1C(=O)Nc1ccccc1OC
    nt	-6%	8%
C[C@H](NC(=O)c1ccco1)C(=O)NC1CCCCCC1
    4%	1%	14%
CCOC(=O)C1(C)NC(c2ccc(O)cc2)C2C(=O)N(c3ccccc3)C(=O)C21 (stereo unspecified)
    2%	-2%	-4%
CCN(CC)CCN1C(=O)c2ccccc2NC1c1ccc(Br)cc1 (stereo unspecified)
    5%	-3%	?
CN(CC(=O)Nc1cccc(F)c1)C(=O)CCc1nc2ccccc2c(=O)[nH]1
    6%[0.505 µM]	-3%	1%
CCCCNC(=O)Cn1c2c(c(-c3ccccc3Cl)cc1=O)CCC2
    4%	-4%	?
CS(=O)(=O)N(CC(=O)Nc1cccc(Cl)c1Cl)c1ccccc1
    0%	2%	?
CC1CCCC(NC(=O)COC(=O)c2cc(S(=O)(=O)N3CCOCC3)ccc2F)C1C (stereo unspecified)
    1%	-7%	-6%
N#C/C(=C/c1ccccc1Cl)c1nc(-c2cc3ccccc3oc2=O)cs1
    -6%[12.3 µM]	-1%	0%
O=C1C2ON(c3ccccc3)C(c3ccncc3)C2C(=O)N1c1ccc(N2CCOCC2)cc1 (stereo unspecified)
    -2%	-4%	-8%
Cc1cccc(OCC(=O)NCCCNC(=O)c2ccccn2)c1
    10%	-6%	3%
Cc1cccc(C)c1N1CCN(C(=O)Nc2ccc3c(c2)OCCO3)CC1
    4%	-7%	-24%
COC(=O)CC1Oc2ccc(F)cc2-n2cc(-c3ccc(Cl)cc3)nc21 (stereo unspecified)
    6%	-8%	4.1µM*
Cc1ccc(S(=O)(=O)NC(CC(=O)O)c2cccs2)cc1 (stereo unspecified)
    3%	-1%	24%
CN(Cc1ncc[nH]1)C(=O)c1cc(COc2c(F)cccc2F)on1
    0%	-2%	-2%
CC(C)(C)NC(=O)/C(=C/c1ccccc1F)NC(=O)c1ccc([N+](=O)[O-])cc1
    3%	-1%	?
O=C(CCC1CCCN(C(=O)Cn2cnnn2)C1)NCc1ccccc1F (stereo unspecified)
    -3%	-13%	8%
CCOCC(O)CNc1ccccc1 (stereo unspecified)
    7%	2%	-11%
COC(=O)CCC(=O)OC1(C)C(=O)C=C2C=C(C3CC3)N(CCCCO)C=C2C1=O (stereo unspecified)
    6%[12.3 µM]	-12%	8%
CN=C(C)c1c(O)c2ccccc2oc1=O
    0%	0%	-7%
CCN1N=C(C)C=C(c2ccccc2)n2c1nc1ccccc12
    4%	-3%	7%
C=C1C(=O)[C@]23[C@H](O)[C@H]1CC[C@H]2[C@@]12COC3(O)[C@H](O)[C@@H]1C(C)(C)CC[C@@H]2O
    -1%	1%	nt
Cc1ccc(NC(=S)NNc2ncc(C(F)(F)F)cc2Cl)c(C)c1
    10%	18%	?
Cc1cnc(NC(=O)c2ccc(Cl)nc2)s1
    nt	-21%	-10%

# Further structures follow:
# The line under a structure holds: TDP1 block	GCN5L2 inh	TDP1 cell noCPT
Cn1c(=O)oc2cc(S(=O)(=O)NCc3cccnc3)ccc21
    -3%	-8%	-14%
COc1ccc(/C=N/n2cnnc2)cc1COc1ccccn1
    -3%	-2%	-10%
CCOc1ccc(C(=O)CSCCC(=O)O)cc1
    1%	-5%	-9%
COc1ccc(-c2ccc(SCC(=O)NCc3ccco3)nn2)cc1OC
    nt	-6%	-18%
CCOC(=O)N1CCN(C(=O)CN(C)S(=O)(=O)c2ccc3c(c2)C(C)(C)C(=O)N3C)CC1
    -3%	1%	-3%
COc1ccc(C)cc1NC(=O)Cc1c(C(=O)O)c(C)cn1C
    6%	-4%	-2%
Cc1c(-c2n[nH]c(=S)n2-c2ccc(Br)cc2)nnn1-c1ccc(Cl)cc1
    8%	-3%	-16%
Cn1c(=O)c2c(ncn2CCc2ccccc2)n(C)c1=O
    -2%	5%	7%

# 2 entries from above, field by field:
> COc1ccc(-c2ccc(SCC(=O)NCc3ccco3)nn2)cc1OC
  TDP1 block: nt	GCN5L2 inh: -6%	TDP1 cell noCPT: -18%
> CCOC(=O)N1CCN(C(=O)CN(C)S(=O)(=O)c2ccc3c(c2)C(C)(C)C(=O)N3C)CC1
  TDP1 block: -3%	GCN5L2 inh: 1%	TDP1 cell noCPT: -3%
